Assay outcomes deposited in PubChem BioAssay by Johns Hopkins Ion Channel Center.
CHT allo act = human CHT allosteric activation. B-score at 10 µM. 310,000 compounds, 0.49% hits. Q9GZV3. CHT-expressing cells, membrane potential dye, choline EC20; active compounds read high; LV-AA mutant CHT in HEK293 cells. AID 488977;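 active means initial fluorescence not abnormally high and integrated response B-score, plate-corrected, over 3 SD above library mean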
Target sequence (Q9GZV3 whole entry, looked up): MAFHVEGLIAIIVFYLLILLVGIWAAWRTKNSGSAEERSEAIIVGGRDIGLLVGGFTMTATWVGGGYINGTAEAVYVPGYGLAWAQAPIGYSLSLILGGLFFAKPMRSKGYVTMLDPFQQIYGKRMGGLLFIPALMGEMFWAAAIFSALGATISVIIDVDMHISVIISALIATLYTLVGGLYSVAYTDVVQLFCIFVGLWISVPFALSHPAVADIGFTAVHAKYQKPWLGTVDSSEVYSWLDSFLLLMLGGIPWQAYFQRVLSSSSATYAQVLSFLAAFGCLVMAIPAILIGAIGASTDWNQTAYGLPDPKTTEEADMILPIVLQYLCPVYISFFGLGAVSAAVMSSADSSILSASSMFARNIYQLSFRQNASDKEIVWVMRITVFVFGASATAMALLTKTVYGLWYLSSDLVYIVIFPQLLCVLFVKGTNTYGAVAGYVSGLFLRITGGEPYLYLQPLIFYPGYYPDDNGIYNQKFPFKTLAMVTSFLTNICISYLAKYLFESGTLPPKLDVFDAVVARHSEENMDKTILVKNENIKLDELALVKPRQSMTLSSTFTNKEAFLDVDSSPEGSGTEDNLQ
CHT inh = inhibitors of human choline transporter CHT. Q9GZV3. AID 488975. B-score at 10 µM. CHT-expressing cells, membrane potential dye, choline response; active compounds read low. 310,000 compounds, 0.86% hits;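 active means B-score over 3 SD under the library average, and starting fluorescence ratio not unusually high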;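 further: choline stimulus applied at its EC90 after an EC20 pre-addition; B-score computed on integrated fluorescence ratio after choline addition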
Calls only; i = inactive. No enrichment for hits, and some 1.5% of all compounds hit somewhere here.

Molecule,CHT allo act,CHT inh
Cc1nn(C(C)C(=O)NCCCc2ccccc2)c(=O)c2cc3occc3n12 (stereo not given),i,i
O=C(Nc1ccc(C(=O)NCCCN2CCN(c3ccccc3)CC2)cc1)C1=CSCCO1,i,i
COC(=O)c1ccccc1NC(=O)CSc1nnc(-c2ccncc2)o1,i,i
Cn1c(CNc2ccc(F)cc2)nc2ccccc21,i,i
C=CCS(=O)(=O)N1CCCC(Cc2ccccc2C)(C(=O)OCC)C1 (stereo not given),i,i
COc1cccc(CC(=O)Nc2nccs2)c1,i,i
COc1ccc(NC(=O)c2c(NC(=O)CCC(=O)O)sc(-c3ccccc3)c2C)cc1,i,i
O=C(O)C1C2CCCCC2=C2CCCCC2C1C(=O)O (stereo not given),i,i
COc1ccc(CN2CCN(C(=O)c3cccc4ccccc34)CC2)cc1OC,i,i
Cc1ccc([C@@H]2CC=C(C(=O)O)[C@H](c3ccccc3)N2S(=O)(=O)c2ccc(C)cc2)cc1,i,i

Next part.
Molecule,CHT allo act,CHT inh
Cc1cc(C)c(S(=O)(=O)N(C)CC(N)=O)c(C)c1,i,i
CCn1cc(C(=O)NC2CCC(C)CC2)c(=O)c2cc(S(=O)(=O)N3CCCCC3)ccc21 (stereo not given),i,i
O=C1c2oc3ccccc3c(=O)c2C(c2ccc(O)cc2)N1c1nccs1 (stereo not given),i,i
CN(CC(=O)Nc1ccc(Cl)c(C(F)(F)F)c1)C(=O)c1cc(=O)[nH]c2ccccc12,i,i
Cc1ccccc1NC(=S)C1=C(O)c2sccc2N(C)S1(=O)=O,i,i
Cc1cc(C)cc(OCC(=O)Nc2ccc3c(c2)OCO3)c1,i,i
COc1cc(C(=O)NCCC(=O)NC2CCCCCCC2)cc(OC)c1OC,i,i
O=C(c1ccc(Cl)cc1)c1c[nH]c(C(=O)NNc2cccc(Cl)n2)c1,i,i
CNC(=S)NNC(=O)COc1cccc(C)c1C,i,i
O=C(CCc1ccc(Oc2cc([N+](=O)[O-])cc([N+](=O)[O-])c2)cc1)Nc1cccc(Cl)c1,i,i

Next part.
Molecule,CHT allo act,CHT inh
CC(C)c1nnc(NC(=O)c2cc3ccccc3o2)s1,i,i
COC(=O)NNC(=O)COc1ccc(Cl)cc1,i,i
CCOc1ccccc1N1CC(C(=O)Nc2ccccc2CC)CC1=O (stereo not given),i,i
Nc1ccc2nc(-c3cccc(-c4nc5ccc(N)cc5[nH]4)c3)[nH]c2c1,i,i
Cc1ccc(NS(=O)(=O)c2ccc(Cl)c(C(=O)O)c2)cc1S(=O)(=O)N1CCOCC1,i,i
COc1ccc(OC2C(=O)N(Cc3ccc4c(c3)OCO4)C2c2sccc2C)cc1 (stereo not given),i,i
CCCN(CCO)Cc1cccc(Br)c1,i,i
NC(=O)c1sc2nc(-c3cccs3)ccc2c1N,i,i
COCCNC(=O)CC(=O)N/N=C/c1cccc(C(=O)OC)c1,i,i
CCOC(=O)NC1(C(F)(F)F)NC(=O)N(Cc2ccco2)C1=O (stereo not given),i,i

(list continues)
Molecule,CHT allo act,CHT inh
CN(c1ccc(C(=O)NCCCn2ccnc2)cc1)S(C)(=O)=O,i,i
O=C(c1ccc([N+](=O)[O-])cc1)N(Cc1ccccc1)c1ccccn1,i,i
O=C(C1CCN(S(=O)(=O)c2cccc3cccnc23)CC1)N1CCN(C2CCCC2)CC1,i,i
Cc1cc(C(C2C(=O)CC(C)(C)CC2=O)C2C(=O)CC(C)(C)CC2=O)cc(C)c1OC(F)F,i,i
CC(C)OC(=O)/C(C#N)=C/c1ccc(-c2ccc(SC(F)F)cc2)o1,i,i
c1ccc2c(c1)CCCC2NC1=NCCC1 (stereo not given),i,i
CN(C)S(=O)(=O)c1ccc(C(=O)OCC(=O)Nc2ccc(OC(F)F)cc2)cc1,i,i
Cc1cc(=O)oc2c(C)c(OC(C)C(=O)NCCN3CCOCC3)ccc12 (stereo not given),i,i
O=C(COC(=O)CNC(=O)C12CC3CC(CC(C3)C1)C2)NC1CCS(=O)(=O)C1 (stereo not given),i,i
CC1CCN(Cc2c(C(=O)N/N=C/c3cc(Cl)ccc3O)nnn2-c2nonc2N)CC1,i,i

Following part.
Molecule,CHT allo act,CHT inh
Cc1ccc(-n2c(SCC(=O)NCCN3C(=O)CSC3=O)nnc2-c2ccccc2)cc1C,i,i
O=C(NCCSCc1ccccc1)c1ccc(Cl)c(S(=O)(=O)N2CCOCC2)c1,i,i
CC1(c2nnc(-c3ccc(Cl)cc3)o2)CC(c2cccnc2)=NO1 (stereo not given),i,i
CCOC(=O)C(Cc1cc(C(C)=O)ccc1OC(C)C)C(=O)OCC,i,i
CCn1c2ccccc2c2cc(N)ccc21,i,i
O=C(O)/C=C\C(=O)Nc1ccc(Oc2ccc(Br)cc2)cc1,i,i
CCOC(=O)N1CCC(NS(=O)(=O)c2cc3c(cc2Cl)NC(=O)CO3)CC1,i,i
Cc1ccc(-c2cccc(C3CC=CC4C3C(=O)N(Cc3ccccc3)C4c3ccc4ccccc4c3)c2)cc1 (stereo not given),i,i
Cc1ccc(-n2c(SCC3CNC(=O)O3)nnc2-c2ccccc2)cc1C (stereo not given),i,i
COC(=O)c1[nH]nc(C(=O)OC(C)(C)C)c1-c1ccccc1,i,i

(cont.)
Molecule,CHT allo act,CHT inh
CC(=O)c1sc(NC(=O)CCS(=O)(=O)c2ccccc2)nc1C,i,i
CC(=O)N(/N=C1\Sc2ccccc2C1=O)c1ccccc1C,i,i
Cc1ccc(SC[C@H](C)CN2CC[C@H](NC(=O)OCc3ccccc3)CCC2=O)cc1,i,i
COc1cccc(C(=O)/C=C/Nc2ccc(S(=O)(=O)Nc3ccc(C(C)=O)cc3)cc2)c1,i,i
N=C1c2ccccc2CN1c1ccc(S(=O)(=O)N2CCCCC2)cc1,i,i
CN1C(=O)C(C)(C)c2cc(S(=O)(=O)N3CCN(c4ccccc4)CC3)ccc21,i,i
O=C(COc1ncnc2c(Cl)cc(Cl)cc12)Nc1cc([N+](=O)[O-])ccc1Cl,i,i
COc1ccc(S(=O)(=O)NCc2ccccn2)cc1NC(=O)c1ccc(C)cc1,i,i
CCC1=NN2C(=N)/C(=C/c3cc(C)n(-c4ccccc4)c3C)C(=O)N=C2S1,i,i
Cc1ccc2nc3c(cc(C(=O)NCCc4ccccc4)c(=N)n3CC3CCCO3)c(=O)n2c1 (stereo not given),i,i

Next part:
Molecule,CHT allo act,CHT inh
CC(C)NCC(O)c1cc(O)cc(O)c1 (stereo not given),i,i
Cc1cccc(NC(=O)/C(C#N)=C\c2cccnc2)c1,i,i
Cc1ccc(C2=NN=C(NC(=O)CSc3nncn3C)SC2)cc1,i,i
N#Cc1c(NC2CCCCC2)nc(-c2ccco2)c2c1CCCC2,i,i
O=C(CC(C(=O)N1CCc2ccccc21)n1ccnc1)N1CCc2ccccc2C1 (stereo not given),i,i
CN1C(=O)S/C(=C\c2ccccc2OCc2ccc(C(=O)O)cc2)C1=O,i,i
CC1CCN(c2nc3nonc3nc2N2CCC(C)CC2)CC1,i,i
Cc1c(Cl)cccc1NC(=S)N/N=C/c1ccccc1Cl,i,i
CC(=O)N1CCC(=O)Nc2ccc([N+](=O)[O-])cc21,i,i
Nc1nc(N)nc(-c2cc(Cl)ccc2Cl)n1,i,i

(cont.)
canonical_smiles	CHT allo act	CHT inh
CCNC(=S)N1CCC(Cc2ccccc2)CC1	i	i
O=C(CCNS(=O)(=O)c1cccc2nonc12)Nc1ccc(Cl)cc1	i	i
Cc1ccc(NC(=O)/C=C/c2ccc3c(c2)OCO3)nc1	i	i
Cc1ccc(C(=O)c2cc([N+](=O)[O-])ccc2N2CCCCC2)cc1C	i	i
N#Cc1nc(-c2ccc(Cl)cc2)oc1NCc1cccc2c1OCO2	i	i
CC1(C)CC(NCc2ccc3c(c2)OCO3)CCO1 (stereo not given)	i	i
Cn1c(CC(=O)Nc2ccc(Cl)c(Cl)c2)nnc1SCC(=O)Nc1nccs1	i	i
O=C(CN1C(=O)c2ccccc2C1=O)Nc1cc([N+](=O)[O-])ccc1O	i	i

Other entries
canonical_smiles	CHT allo act	CHT inh
COc1ccc(Br)cc1/C=N/N1C(=O)CSC1=S	i	i
COc1cc(NC(=O)COC(=O)CSc2ccccc2F)c(C)cc1[N+](=O)[O-]	i	i
CC(=O)N1N=C(c2cccc([N+](=O)[O-])c2)OC1c1ccccc1Cl (stereo not given)	i	i
O=C(Nc1ccc(O)cc1)C1CC=CCC1 (stereo not given)	i	i
Cc1ccc(C(=O)C2=C(O)C(=O)N(Cc3cccnc3)C2c2ccc(Cl)cc2)o1 (stereo not given)	i	i
CCOC(=O)c1cc2occc2n1Cc1c(F)cccc1Cl	i	i
Cc1cc(OC(F)F)ccc1NC(=O)Nc1ccc([N+](=O)[O-])cc1	i	i
CN(C)c1nc(C(=O)O)nc(N2CCOCC2)n1	i	i

(list continues)
canonical_smiles	CHT allo act	CHT inh
O=C(NCc1ccco1)c1ccccc1-c1nc(-c2ccccc2)no1	i	i
COc1ccccc1/C=C(\NC(=O)c1ccccc1)C(=O)NCc1ccco1	i	i
CCc1ccc(C(O)(CC)C(CN2CCOCC2)c2ccccc2)cc1 (stereo not given)	i	i
Cc1noc(C)c1C(=O)N1CCN(c2ccc(OCc3ccccc3)cc2)CC1	i	i
Cc1ccc2nc(NC(=O)C3CCN(C(=O)c4ccc(F)cc4)CC3)sc2c1	i	i
COc1ccc(-c2ccc(C#N)c(SCC(=O)NCCc3ccccc3)n2)cc1OC	i	i
O=C(c1ccc(NS(=O)(=O)c2cccs2)cc1)N1CCOCC1	i	i
COc1ccc(-c2nn(C)c(=O)c3ccccc23)cc1CNS(C)(=O)=O	i	i

Gathered by group: the compounds so far with an NH in an aromatic ring.
canonical_smiles	CHT allo act	CHT inh
CN(CC(=O)Nc1ccc(Cl)c(C(F)(F)F)c1)C(=O)c1cc(=O)[nH]c2ccccc12	i	i
O=C(c1ccc(Cl)cc1)c1c[nH]c(C(=O)NNc2cccc(Cl)n2)c1	i	i
Nc1ccc2nc(-c3cccc(-c4nc5ccc(N)cc5[nH]4)c3)[nH]c2c1	i	i
COC(=O)c1[nH]nc(C(=O)OC(C)(C)C)c1-c1ccccc1	i	i

(next part)
canonical_smiles	CHT allo act	CHT inh
CCOc1ccc2nc(SCC(=O)Nc3ccc4c(c3)OCCO4)[nH]c2c1	i	i
CCn1c(C)nc2cc(C(=O)NNS(=O)(=O)c3ccc(C)c(C)c3)ccc21	i	i
CSc1cccc(NC(=O)C2CCN(C(=O)c3ccccc3C)CC2)c1	i	i
CC(NS(C)(=O)=O)C(c1cccs1)N1CCN(Cc2ccccc2)CC1 (stereo not given)	i	i
CCN(CC)c1ccc(N=Cc2ccccc2[N+](=O)[O-])cc1	i	i
Cc1c(NC(=S)NCc2ccc(F)cc2)cccc1[N+](=O)[O-]	i	i
CC(C)Oc1ccc(OCCCN2CCCCCC2)cc1	i	i
O=C(c1ccco1)N1CCN(C(=O)C2CC2)CC1	i	i

The final 5 entries of the section above open the next one:
canonical_smiles	CHT allo act	CHT inh
CC(NS(C)(=O)=O)C(c1cccs1)N1CCN(Cc2ccccc2)CC1 (stereo not given)	i	i
CCN(CC)c1ccc(N=Cc2ccccc2[N+](=O)[O-])cc1	i	i
Cc1c(NC(=S)NCc2ccc(F)cc2)cccc1[N+](=O)[O-]	i	i
CC(C)Oc1ccc(OCCCN2CCCCCC2)cc1	i	i
O=C(c1ccco1)N1CCN(C(=O)C2CC2)CC1	i	i
CN1C(=O)Cc2cc(S(=O)(=O)N3CCOCC3)ccc21	i	i
CCOC(=O)C1=C(C)N(CCCC(=O)O)C(=O)NC1c1ccc(Cl)cc1Cl (stereo not given)	i	i
Nc1cccc(NC(=O)CCC(=O)NCc2ccco2)c1	i	i
O=C(CCN1C(=O)/C(=C\c2ccccc2)SC1=S)NNC(=O)c1cccnc1	i	i
Cc1cc(=O)cc(C)n1-c1ccccc1N	i	i
CCCO/N=C1/C(=O)N(c2ccccc2)c2ccccc21	i	i
CC(C)Oc1cccc(C(=O)NC(=S)Nc2cccc(C(F)(F)F)c2)c1	i	i
COc1ccc(-c2cc(=O)oc3c(C)c(OCc4nn[nH]n4)ccc23)cc1	i	i

(more compounds)
canonical_smiles	CHT allo act	CHT inh
N#CC1(NC(=O)COc2ccc3ccc(=O)oc3c2)CCCCC1	i	i
CC(=O)Oc1ccccc1C1OCCN1C(C)=O (stereo not given)	i	i
Cc1cc(C)cc(NC(=S)/C(=C(\[O-])c2ccc(Cl)cc2Cl)[n+]2ccc(C(C)(C)C)cc2)c1	i	i
Nc1ccccc1C#CCCCCO	i	i
CC(C)(C)OC(=O)NCCc1nnc(SCC(=O)Nc2ccc(Br)cc2)o1	i	i
Cc1ccc(S(=O)(=O)N2CCCC2CNC(=O)C(=O)NCCN2CCOCC2)cc1 (stereo not given)	i	i
COc1ccccc1-n1c(-c2ccc(Cl)cc2)c[nH]c1=S	i	i
O=C(CCC(=O)c1cccs1)NNC(=O)c1ccccc1O	i	i

More compounds
canonical_smiles	CHT allo act	CHT inh
COc1cc(OC)c(/C=N/NC(=O)Cn2nc([N+](=O)[O-])cc2C)c(OC)c1	i	i
CCOC(=O)/C(=C\c1cccc(O)c1)c1nc2sc(C)c(C)c2c(=O)[nH]1	i	i
CSc1ncccc1C(=O)OCC(=O)c1ccc2c(c1)NC(=O)CO2	i	i
COc1ccc(NC(=O)Cn2nnc(C(=O)NCc3ccc(C)cc3)c2N)cc1Cl	i	i
COc1ccc(C2c3c(-c4cc(Cl)c(C)cc4O)n[nH]c3C(=O)N2Cc2cccnc2)cc1OC (stereo not given)	i	i
COc1ccc(Cl)cc1N(C(C)C(=O)NC1CCCC1)S(C)(=O)=O (stereo not given)	i	i
O=C(NCCc1cnccn1)C1CCC(=O)N(Cc2ccc(Cl)cc2)C1 (stereo not given)	i	i
CC(=O)Nc1ccc(NC(=O)C2C3CCC(C3)C2C(=O)O)cc1 (stereo not given)	i	i
